Compound activity: PubChem, Southern Research Specialized Biocontainment Screening Center
Salmonella PhoP GFP = Inhibition of PhoP regulon, Salmonella typhi GFP reporter cells, confirmation, 4 h (AID 1850); 310,000 compounds, 0.33% hits; Salmonella Typhi PhoP-promoter GFP reporter, fluorescence, 4 h; higher % means a stronger effect; inhibition, % at 50 µM; hits with a dose series show IC50 in µM; in the data active means a potency from the dose series; inconclusive means inhibition mostly from about 25% at the one dose, without a potency; inactive means the rest, 99 in 100 with inhibition below about 19%;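 further: 0% = induced wells with vehicle and 100% = uninduced wells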
VEEV TC-83 Vero = inhibitors of VEEV TC-83 cytopathic effect, confirmation, Vero cells (AID 588727); Vero cells, VEEV TC-83 cytopathic effect inhibition; higher % means a stronger effect; inhibition, % at 20 µM, or IC50 in µM where a hit was titrated; 350,000 compounds, 0.13% hits; in the data active means a potency from the dose series; inconclusive means inhibition mostly from about 14% at the one dose, without a potency; inactive means the rest, 99 in 100 with inhibition below about 12%; further: strong numbers were not always called active
M. tuberculosis = growth inhibition of non-replicating M. tuberculosis (AID 488890). Mycobacterium tuberculosis non-replicating, growth inhibition; higher % means a stronger effect. one-dose inhibition, % at 25 µM; IC50 in µM for titrated hits. 320,000 compounds, 0.39% hits; in the data active means a potency from the dose series; inconclusive means inhibition mostly from about 82% at the one dose, without a potency; inactive means the rest, 99 in 100 with inhibition below about 76%;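 further: plate controls were DMSO cells for no effect and high antibiotic wells for full effect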
H1N1 NS1A inhibition = NS1A inhibition, H1N1 influenza, cell based functional assay (AID 504329) | NS1A functional cell-based assay, percent inhibition; higher % means a stronger effect | one-dose inhibition, % at 12.5 µM; IC50 in µM for titrated hits | 340,000 compounds, 0.3% hits; in the data active means a potency from the dose series; inconclusive means inhibition above about 27% without an active follow-up result; further: strong numbers were not always called active
M. tuberculosis HTS = M. tuberculosis growth inhibition, HTS (AID 449762); M. tuberculosis H37Rv growth inhibition, 7H9 media; higher % means a stronger effect; inhibition, % at 25 µM, or IC50 in µM where a hit was titrated; 330,000 compounds, 0.59% hits; in the data active means a potency from the dose series; inconclusive means inhibition above about 70% without an active follow-up result;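 further: bacterial growth assessed after seven days of incubation; strong numbers were not always called active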
VEEV TC-83 Vero 10K pilot screen = further read-out of VEEV TC-83 Vero, marked with its call; inhibition, %; measured here: 10K pilot screen inhibition
* = called active by the depositor; i = inactive; ? = inconclusive; nt = not tested or not shown. No enrichment for hits; overall some 1.5% were active at least once.

SMILES | Salmonella PhoP GFP | VEEV TC-83 Vero | M. tuberculosis | H1N1 NS1A inhibition | M. tuberculosis HTS | others
O=C(CN1C(=O)NC2(CCCC2)C1=O)OCCOc1cccc(Cl)c1 | -3.2% | 5.3% | -0.3% | -9.3% | -0.8%
COc1ccc(C2Nc3ccccc3C(=O)N2c2ccc(C)cc2)cc1COc1ccccn1 (stereo not given) | -1.7% | 2.8% | 44.5% | 18.2% | -5.4%
O=C(Nc1ccc(Cl)c(S(=O)(=O)N2CCOCC2)c1)c1cccs1 | nt | 7.0% | 16.9% | -3.4% | 0.0%
COc1cccc(NC(=O)c2cc3ccccc3o/c2=N\O)c1 | 2.5% | 10.4% | ? | -19.9% | 62.7%
O=c1cc(O)nc(SCc2ccccc2)n1-c1ccc(Cl)cc1 | 1.6% | 1.6% | 33.6% | -6.8% | 1.1%
O=C(c1cccc(-n2cccc2)c1)N1CCN(S(=O)(=O)c2ccccc2)CC1 | 6.0% | 1.6% | 21.0% | 2.5% | -2.4%
CN(C(=O)c1ccc(NC(=O)Cc2ccc(NC(=O)C3CCN(C(=O)C4CCC4)CC3)cc2)cc1)C1CCCC1 | nt | 0.7% | nt | -6.2% | nt
N#CCCN1CCCc2cc(N=Nc3ccc(C(F)(F)F)cc3)ccc21 | 8.7% | 0.5% | 45.9% | nt | 43.4%
O=C(COC(=O)C1CC2CCCC(C1)C2=O)NNC(=O)c1ccc([N+](=O)[O-])cc1 (stereo not given) | 0.9% | 1.2% | 8.4% | -15.2% | 48.2%
O=C(CN1C(=O)c2cccc3cccc1c23)NC1CCCC1 | 5.8% | 0.3% | -10.1% | 13.0% | 2.3%
O=C(Nc1cccc(S(=O)(=O)NC2=NCCCCC2)c1)c1cccnc1Cl | -3.3% | 0.4% | -3.7% | 5.4% | -8.5%
Cc1ccc(SCC(=O)NN=C2CCN(C)CC2)cc1 | 7.9% | 0.9% | -8.0% | -18.1% | -0.6%
CCCn1c(SCC(=O)N2CCc3ccccc32)n[nH]c1=O | nt | 7.8% | 14.7% | -15.6% | 1.8%
CCc1cc(=O)oc2cc(C)cc(OCC(=O)NC3CCN(Cc4ccccc4)CC3)c12 | 5.7% | 4.4% | 20.1% | -0.6% | 0.7%
COc1ccc(CCN(C)S(=O)(=O)c2ccc(Cl)nc2)cc1OC | 12.3% | 0.6% | 8.9% | 10.7% | -16.9%
NC(=O)C1CCCN(C(=O)CCCNC(=O)c2ccc(Cl)cc2)C1 (stereo not given) | -1.9% | i | -1.4% | -0.2% | -4.0%
CCCC(=O)NCn1nnc(-c2ccc(Cl)cc2)n1 | nt | 0.6% | nt | 4.7% | nt
Cc1ccc(NS(=O)(=O)c2ccc(C(C)C)cc2)cc1S(=O)(=O)N1CCOCC1 | nt | 6.3% | 19.1% | -4.5% | 4.3%
Cc1ccc(-n2c3c(cc(C(=O)NCCCN4CCOCC4)c2=O)C(=O)CC(C)(C)C3)cc1 | -2.6% | 0.8% | -3.3% | 9.4% | -7.6%
C[C@H](NC(=O)c1ccco1)C(=O)N1CCN(c2ccc(C(F)(F)F)cn2)CC1 | nt | 1.8% | 11.2% | -0.8% | -3.3%
O=c1[nH]c2c(s1)C(c1cccnc1)C1C3CCC(C3)C1S2 (stereo not given) | -4.5% | i | 5.4% | 13.2% | -3.9%
CCc1ccccc1Nc1nc(N)nc(COC(=O)CCC(=O)c2ccc(F)cc2)n1 | nt | 24.3% | 29.4% | -5.8% | 0.2%
CCOC(=O)N1CCN(C(=O)CSc2nc3c(cnn3-c3ccc(Cl)cc3)c(=O)[nH]2)CC1 | 13.4% | 7.0% | 20.9% | 4.1% | -11.3%
COc1ccc(N2CCN(C(=O)Nc3ccccc3Cl)CC2)cc1 | -4.8% | 0.8% | 4.3% | 4.5% | 9.5%
COc1ccc(NC(=O)c2cc(NC(=O)C3CCCCC3C(=O)O)ccc2N2CCOCC2)cc1 (stereo not given) | -1.1% | 3.2% | -9.3% | -0.9% | -12.3%
Nc1ccc(-n2nncc2-c2ccco2)cc1 | -4.6% | 0.1% | -10.1% | -3.0% | -10.1%
CNc1[nH]ncc1[N+](=O)[O-] | 0.7% | 1.6% | -7.8% | -2.3% | 9.0% | VEEV TC-83 Vero 10K pilot screen=0.7
COc1ccccc1NCC(=O)NN=C1CCS(=O)(=O)c2ccc(F)cc21 | nt | i | 4.2% | -4.4% | 2.5%
N#CCCN1CCCN(CCC#N)CCN(CCC#N)CCCN(CCC#N)CC1 | 5.6% | i | -23.2% | -1.2% | 2.3%
O=C(COC(=O)CCNS(=O)(=O)c1ccccc1F)Nc1nnc(-c2ccccc2)o1 | -1.1% | 2.6% | 24.1% | -2.5% | 2.9%
Clc1cnc(N/N=C/c2ccncc2)c(Cl)c1 | 1.8% | 1.3% | -6.8% | 2.1% | 0.9%
Cc1ccc(Nc2nc3nonc3[nH]c2=O)cc1Cl | 0.7% | 0.7% | ? | 3.8% | 3.3%
CCn1c(=S)sc2c(=O)n(CC(=O)Nc3ccccc3OC)c(C)nc21 | -12.5% | 4.8% | -12.2% | 4.9% | -2.0%
O=C(CSc1nnnn1-c1ccccc1)Nc1nsc(-c2ccccc2)n1 | -1.0% | 3.2% | 7.8% | 11.7% | 5.0%
COc1ccc(N2C(=O)/C(=C/c3ccco3)C(=O)NC2=S)cc1 | 5.6% | 0.9% | -1.1% | 12.8% | 6.4%
O=S(=O)(/C=C/c1ccccc1)N1CCN(c2ccccc2)CC1 | -3.1% | 0.1% | 10.6% | -9.7% | -7.4%
COc1cccc2oc(-c3ccco3)cc(=O)c12 | -15.3% | 6.4% | 12.9% | -3.6% | 11.9%
O=C(O)c1ccc2ncsc2c1 | 13.0% | 0.8% | -0.6% | -11.9% | -3.9%
COc1ccc(Cl)cc1Nc1nc(NCCO)nc(N2CCCCC2)n1 | -6.0% | 6.3% | 0.3% | 1.2% | 49.4% | VEEV TC-83 Vero 10K pilot screen=5.4
O=S(=O)(Nc1ccc2c(c1)nc1n2CCOC1)c1ccccc1 | 0.6% | i | 0.8% | -1.4% | -13.6%
CCCc1cc(=O)oc2cc(OCC(=O)Nc3ccccn3)ccc12 | -13.4% | 0.5% | 71.9% | 12.7% | 8.1%
COc1ccc(NS(=O)(=O)c2cccc3cccnc23)cc1Cl | -21.4% | 0.4% | 5.1% | -5.4% | 4.8%
O=C(O)[C@H](CSCc1ccccc1)NS(=O)(=O)c1ccc(F)cc1 | 9.4% | 1.4% | 4.5% | -0.1% | -13.2%
CCOc1ccc2ccccc2c1/C=N\NC(=O)OC | 2.5% | 1.6% | -0.6% | -7.5% | -4.8% | VEEV TC-83 Vero 10K pilot screen=1.2
Cc1cccc(NC(=O)CC2SC(=O)N(c3ccccc3)C2=O)c1 (stereo not given) | 10.7% | 1.3% | 15.0% | 5.3% | -7.0%
Cc1cccc(C)c1NC(=O)COc1ccc2c(C)c(Cc3ccccc3)c(=O)oc2c1 | -6.8% | 2.1% | -5.8% | 23.1% | -4.6%
CC(C)(C)c1ccc(S(=O)(=O)N2CCC(O)(c3ccc(Cl)cc3)CC2)cc1 | 1.3% | i | 13.7% | -19.1% | -12.8%
CC(=O)Nc1cccc(N=NN2CCCCC2)c1 | 9.0% | 0.3% | 7.9% | -2.6% | 0.7%
O=C(COC(=O)c1cc(S(=O)(=O)N2CCCC2)ccc1O)NCCc1ccccc1 | nt | 0.7% | -7.0% | -18.9% | -13.0%
CC(C)NC(=O)NC(=O)CSc1ncc(C(F)(F)F)cc1Cl | -12.7% | 0.7% | 2.9% | 4.3% | -2.4%

Following part:
SMILES | Salmonella PhoP GFP | VEEV TC-83 Vero | M. tuberculosis | H1N1 NS1A inhibition | M. tuberculosis HTS | others
CCC(C)(C(=O)NC1CCCCC1)N(Cc1ccco1)C(=O)Cc1cccs1 (stereo not given) | -3.9% | 0.8% | 0.8% | 2.0% | -2.7%
Cc1cccn2c(=O)c3cc(C(=O)NCC4CCCO4)c(=N)n(C4CCCC4)c3nc12 (stereo not given) | 38.9% | 0.5% | 5.8% | 9.4% | 1.3%
Cc1ccc2c(c1)sc1nc(=O)n(-c3cccc(Cl)c3)c(=O)n12 | -5.8% | 6.5% | -8.4% | -10.9% | -6.6%
COc1ccc([C@@H]2[C@@H]3C(=O)N(C(C)(C)C)C(=O)[C@@H]3[C@]3(Cc4ccccc4)C(=O)N(c4ccc(Br)cc4)C(=O)N23)cc1 | 6.3% | 7.0% | 25.1% | -16.1% | 8.1%
CCCc1ccc(C(=O)NNc2ccc(F)cc2)cc1 | -3.0% | 0.4% | 76.9% | 2.6% | ?
CCOC(=O)C(NC(=O)C1CCCN1C(=O)OCc1ccccc1)C(=O)OCC (stereo not given) | -7.2% | 0.1% | 0.3% | -19.6% | 10.0%
CC(C)(C)OC(=O)N1CCC(NC(=O)c2nc[nH]c2C(=O)N2CCc3ccccc3C2)CC1 | nt | 1.8% | 71.8% | -28.5% | 2.6%
O=C(N/N=C/c1ccccc1)c1cccc2ccccc12 | -2.6% | 4.1% | -0.7% | -0.3% | 3.1%
COC(=O)CCC(=O)NC(=S)Nc1ccc(S(=O)(=O)N2CCCC2)cc1 | -4.9% | 0.3% | 8.9% | -2.4% | 5.9%
CCCC12CN3CCN(CC(C3)/C1=N\NC(=O)c1ccccc1N)C2 | -1.5% | i | 7.3% | -1.5% | -8.9%
O=C(Nc1ccc2oc(-c3ccc4ccccc4c3)nc2c1)c1cccs1 | -13.4% | 4.5% | 21.0% | 7.5% | 3.7%
N#Cc1ccc(Oc2cc(C(F)(F)F)nc(-c3ccccn3)n2)cc1 | 13.4% | i | 10.2% | -0.4% | -0.2%
CSc1cccc(NC(=S)N(Cc2ccccc2)Cc2cccnc2)c1 | -7.0% | 4.4% | 8.3% | 11.9% | 11.9%
O=C(c1ccccc1)N1CN2CN(C(=O)c3ccccc3)CC([N+](=O)[O-])(C2)C1 | -5.5% | 1.0% | -7.9% | -27.3% | -3.2%
COc1cccc(C(=O)N2CCN(Cc3cc(Br)ccc3OC)CC2)c1 | 0.9% | 5.5% | -6.0% | 6.0% | 11.9%
NS(=O)(=O)c1ccc(CNC(=O)Cc2cccs2)cc1 | -7.0% | i | -13.6% | -5.7% | 8.6%
CCN(CC)S(=O)(=O)c1ccc(C)c(NC(=O)CN2C(=O)NC3(CCCC3)C2=O)c1 | -5.7% | 2.2% | -5.4% | 2.9% | -6.7%

Gathered by group: the entries above with fluorine
SMILES | Salmonella PhoP GFP | VEEV TC-83 Vero | M. tuberculosis | H1N1 NS1A inhibition | M. tuberculosis HTS | others
N#CCCN1CCCc2cc(N=Nc3ccc(C(F)(F)F)cc3)ccc21 | 8.7% | 0.5% | 45.9% | nt | 43.4%
C[C@H](NC(=O)c1ccco1)C(=O)N1CCN(c2ccc(C(F)(F)F)cn2)CC1 | nt | 1.8% | 11.2% | -0.8% | -3.3%
CCc1ccccc1Nc1nc(N)nc(COC(=O)CCC(=O)c2ccc(F)cc2)n1 | nt | 24.3% | 29.4% | -5.8% | 0.2%
COc1ccccc1NCC(=O)NN=C1CCS(=O)(=O)c2ccc(F)cc21 | nt | i | 4.2% | -4.4% | 2.5%
O=C(COC(=O)CCNS(=O)(=O)c1ccccc1F)Nc1nnc(-c2ccccc2)o1 | -1.1% | 2.6% | 24.1% | -2.5% | 2.9%
O=C(O)[C@H](CSCc1ccccc1)NS(=O)(=O)c1ccc(F)cc1 | 9.4% | 1.4% | 4.5% | -0.1% | -13.2%
CC(C)NC(=O)NC(=O)CSc1ncc(C(F)(F)F)cc1Cl | -12.7% | 0.7% | 2.9% | 4.3% | -2.4%
CCCc1ccc(C(=O)NNc2ccc(F)cc2)cc1 | -3.0% | 0.4% | 76.9% | 2.6% | ?
N#Cc1ccc(Oc2cc(C(F)(F)F)nc(-c3ccccn3)n2)cc1 | 13.4% | i | 10.2% | -0.4% | -0.2%
